NCOA2 inhibitor: human SRC2 (NCOA2) inhibition | Q15596 | HEK293 GAL4-SRC2 luciferase reporter, luminescence | inhibition, % at 9 µM | hit rate 0.17% among 370,000 | AID 651957;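 active = inhibition above the mean inhibition of all tested compounds plus 3 SD, set per campaign, cut at about 52% in these data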;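 also: 0% = DMSO treated cells and 100% = cells given Gossypol at 36 µM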
MC4R barr agon: activates human MC4R beta-arrestin recruitment; activation, % at 8.9 µM; AID 540308; U2OS MC4R beta-arrestin complementation, luminescence; percent of melanotan II response, DMSO zero; hit rate 0.98% among 360,000; P32245;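 active = activation above a per-plate cutoff, the mean activation of sample wells on that plate plus 3 SD, cut at about 8% in these data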
m5-HT2A agonist: agonists of mouse serotonin 5-HT2A receptor (HTR2A). CHO-K1 mHTR2A beta-arrestin complementation, luminescence; percent of 30 µM serotonin response. activation, % at 7.6 µM. hit rate 0.66% among 360,000. AID 624169;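 active = activation above a run cutoff, the mean activation of all tested compounds plus 3 SD, cut at about 14% in these data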;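 also: 0% = plate median of compound wells and 100% = 30 µM serotonin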
NOD2 RIPK2 PPI: inhibitors of human NOD2-RIPK2 interaction; O43353; CHO BLA complementation NOD2-RIPK2, CCF4 ratio; inhibition, % at 4.98 µM; hit rate 0.38% among 360,000; in the data active = inhibition above about 21%;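 also: 0% = vehicle only and 100% = reference blocker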
TLR9-MyD88 inh: TLR9-MyD88 interaction inhibition. hit rate 0.21% among 340,000. inhibition, % at 4.98 µM. CHO BLA complementation TLR9-MyD88, CCF4 FRET ratio. Q9NR96+Q99836;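 active = inhibition above the mean over all tested compounds plus 3 SD, cut at about 21% in these data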;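 also: 0% = DMSO only wells and 100% = clavulanate BLA inhibitor control wells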
Target sequence (Q99836 whole entry, looked up): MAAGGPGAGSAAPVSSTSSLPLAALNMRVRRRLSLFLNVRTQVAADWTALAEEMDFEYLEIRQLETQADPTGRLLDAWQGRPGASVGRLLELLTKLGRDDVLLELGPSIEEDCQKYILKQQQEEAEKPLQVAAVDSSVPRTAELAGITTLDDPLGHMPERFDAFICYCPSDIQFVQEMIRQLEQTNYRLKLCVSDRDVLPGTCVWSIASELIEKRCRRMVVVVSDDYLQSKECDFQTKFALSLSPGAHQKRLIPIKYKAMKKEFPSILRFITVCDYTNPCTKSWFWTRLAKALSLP
Target sequence (Q9NR96 whole entry, looked up): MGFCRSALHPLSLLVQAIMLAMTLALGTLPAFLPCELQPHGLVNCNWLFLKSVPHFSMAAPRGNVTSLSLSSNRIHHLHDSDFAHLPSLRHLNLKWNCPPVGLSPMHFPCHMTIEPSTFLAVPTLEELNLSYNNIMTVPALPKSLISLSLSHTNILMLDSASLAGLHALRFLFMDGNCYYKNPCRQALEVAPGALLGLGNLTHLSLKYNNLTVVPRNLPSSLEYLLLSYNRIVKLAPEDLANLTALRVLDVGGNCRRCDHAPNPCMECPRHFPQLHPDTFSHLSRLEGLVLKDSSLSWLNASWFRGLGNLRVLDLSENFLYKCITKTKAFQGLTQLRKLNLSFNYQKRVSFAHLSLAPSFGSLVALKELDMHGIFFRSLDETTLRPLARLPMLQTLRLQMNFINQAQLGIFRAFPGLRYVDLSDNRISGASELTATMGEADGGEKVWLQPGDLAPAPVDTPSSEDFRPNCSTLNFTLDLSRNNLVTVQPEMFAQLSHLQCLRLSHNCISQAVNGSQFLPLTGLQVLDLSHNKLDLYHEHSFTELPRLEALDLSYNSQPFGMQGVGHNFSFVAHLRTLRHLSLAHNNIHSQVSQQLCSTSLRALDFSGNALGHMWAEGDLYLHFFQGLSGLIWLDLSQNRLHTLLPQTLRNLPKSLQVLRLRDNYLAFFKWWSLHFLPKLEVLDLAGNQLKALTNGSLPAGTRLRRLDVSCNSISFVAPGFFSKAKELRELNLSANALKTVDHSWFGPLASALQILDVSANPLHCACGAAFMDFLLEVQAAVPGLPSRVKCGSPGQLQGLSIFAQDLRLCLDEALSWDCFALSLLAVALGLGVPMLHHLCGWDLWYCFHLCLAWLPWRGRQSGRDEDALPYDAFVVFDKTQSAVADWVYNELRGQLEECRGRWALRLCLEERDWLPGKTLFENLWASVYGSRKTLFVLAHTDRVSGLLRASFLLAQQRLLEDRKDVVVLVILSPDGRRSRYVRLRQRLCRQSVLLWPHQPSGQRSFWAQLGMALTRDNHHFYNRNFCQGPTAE
Cardio protect: myocardial damage modulation in H9c2 cells. H9c2 cardiomyocytes, H2O2 injury protection, ATPLite, 2 h. protection from H2O2 cell death, % at 20 µM. hit rate 0.63% among 360,000. AID 588492;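 active = compounds giving at least 50% protection of heart cells from peroxide-induced death in the single-dose screen, raw or plate-pattern-corrected value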;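 also: 0% = DMSO wells with peroxide and 100% = DMSO wells without peroxide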
Glyco luc inh: blocks N-linked glycosylation in D54 reporter cells. D54 ERlucT glycosylation luciferase reporter, 24 h; percent of 100 nM tunicamycin response. reporter increase, % at 12.5 µM. hit rate 0.23% among 360,000;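 active = mean luciferase reporter signal, scaled so untreated is 0 and the glycosylation-blocking control 100, at or above a set limit in every replicate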;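 also: luciferase carries N-glycosylation sites so blocking glycosylation raises the light; 0% = median of neutral control wells and 100% = median of 100 nM tunicamycin wells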
ABHD5 PLIN5 PPI: ABHD5-PLIN5 protein interaction inhibition. hit rate 0.78% among 360,000. AID 602281. Q00G26+Q8WTS1. inhibition, % at 4 µM. Split G. princeps luciferase complementation, luminescence, 4 h;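 active = inhibition above the mean inhibition across every tested compound plus 3 SD, cut at about 22% in these data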;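 also: 0% = DMSO only wells and the 100% control is not disclosed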
MC4R antagonist: blocks human MC4R cAMP signaling. P32245. MC4R-expressing cells, MTII-stimulated cAMP, LANCE TR-FRET. inhibition, % at 6.5 µM. hit rate 0.48% among 360,000. AID 540295;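 active = inhibition above its plate's cutoff, the mean of tested wells on that plate plus 3 SD, cut at about 29% in these data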;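 also: 0% = Melanotan II alone and 100% = Melanotan II plus saturating MCL0020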
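Assay system: human MC4R-expressing U2OS cells; reagent: Melanotan II stimulation of cells; dosing: 6.5 µM single dose; timing: compound 30 min, challenge 1 h, detection 1 h; signal: TR-FRET cAMP assay; replicates: one well per compound, no replicates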
ABCB6 inh MLPCN: blocks the human ABCB6 transporter; Q9NP58; K562-ABCB6 porphyrin accumulation, flow cytometry, 1 h; active compounds read low; fluorescence ratio to DMSO, % at 10 µM; hit rate 0.19% among 360,000;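 active = fluorescence ratio to DMSO below 75%, the collection mean minus 3 SD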;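 also: signal is porphyrin accumulated inside mitochondria; 100% equals median channel fluorescence of DMSO control wells; lower ratio means ABCB6 inhibition with less porphyrin fluorescence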
Starred values were filed as active, the others as inactive; nt = not tested or not shown. An excerpt; rates above refer to the full screens.

Preview:
SMILES	NCOA2 inhibitor	MC4R barr agon	m5-HT2A agonist	NOD2 RIPK2 PPI	TLR9-MyD88 inh	Cardio protect	Glyco luc inh	ABHD5 PLIN5 PPI	MC4R antagonist	ABCB6 inh MLPCN
Cc1cc(C)n2nc(C(=O)OC(C)C(=O)c3cc(C)c(C)cc3C)nc2n1 (stereo not given)	-28.0	-0.7	-1.6	2.5	-0.8	5.1	1.6	-7.5	-1.2	98.0
COc1cc(C(=O)NCC(c2ccco2)N2CCOCC2)cc(OC)c1OC (stereo not given)	-3.4	-2.8	3.7	-2.7	1.4	0.3	2.2	-1.0	-0.3	99.0
O=C(NCc1cccs1)C1CCCN(S(=O)(=O)c2ccc(Br)s2)C1 (stereo not given)	-32.5	-0.2	-3.3	11.8	-4.0	-13.1	-2.3	-1.9	3.4	93.0

This part in full, repeating the preview:
SMILES	NCOA2 inhibitor	MC4R barr agon	m5-HT2A agonist	NOD2 RIPK2 PPI	TLR9-MyD88 inh	Cardio protect	Glyco luc inh	ABHD5 PLIN5 PPI	MC4R antagonist	ABCB6 inh MLPCN
Cc1cc(C)n2nc(C(=O)OC(C)C(=O)c3cc(C)c(C)cc3C)nc2n1 (stereo not given)	-28.0	-0.7	-1.6	2.5	-0.8	5.1	1.6	-7.5	-1.2	98.0
COc1cc(C(=O)NCC(c2ccco2)N2CCOCC2)cc(OC)c1OC (stereo not given)	-3.4	-2.8	3.7	-2.7	1.4	0.3	2.2	-1.0	-0.3	99.0
O=C(NCc1cccs1)C1CCCN(S(=O)(=O)c2ccc(Br)s2)C1 (stereo not given)	-32.5	-0.2	-3.3	11.8	-4.0	-13.1	-2.3	-1.9	3.4	93.0
COc1ccc(C(=O)NCC(C)C)c(OC)c1	-10.6	-0.2	0.8	-12.8	-0.9	-0.4	0.2	-0.1	1.2	100.0
CC(=O)Nc1ccc(NS(=O)(=O)c2ccc3c(c2)NC(=O)CC(=O)N3)cc1	-4.4	-2.7	9.5	0.2	-0.6	2.2	1.4	2.9	0.1	101.0
COc1cc(Cl)c(C)cc1N1C(=O)CN(Cc2ccccc2)C1=S	3.3	0.7	-8.1	-2.5	3.9	-1.4	0.0	-12.8	13.5	98.0
Cc1ccc(SCC(=O)OCC(=O)N(CC(C)C)C2CCS(=O)(=O)C2)cc1C (stereo not given)	6.5	-0.1	-2.4	-2.9	-7.8	-4.2	4.9	-7.5	8.1	98.0
CC(C)C1Nc2c(C(=O)O)cccc2C(Nc2ccccc2C(=O)O)C1(C)C (stereo not given)	-17.1	0.8	6.8	-13.3	3.2	-3.3	-1.0	5.5	-4.6	104.0
CC(=O)c1cccc(NC(=O)Cn2nc(-c3ccccc3Cl)ccc2=O)c1	12.9	5.3	-0.9	0.2	4.4	0.1	-0.6	-8.2	16.8	95.0
S=c1nc[nH]c2c1[nH]c1ccccc12	-17.8	-3.0	6.5	-3.8	-11.0	5.6	3.3	-6.5	49.0*	96.0
C=CCn1c(SCC(N)=O)nnc1-c1ccccc1O	-27.6	0.4	-3.0	2.7	6.0	0.8	0.5	-3.2	4.4	101.0
O=[N+]([O-])c1cccc(/C=N\N=C2c3ccccc3-c3ccccc32)c1O	3.8	-2.8	-1.8	-4.2	-6.2	-23.6	1.9	-1.4	1.7	104.0
O=C(CCC(=O)c1cccs1)NCc1cccc(C(F)(F)F)c1	-0.5	-1.8	-0.1	-6.3	-3.5	-3.6	1.2	-2.8	-0.4	102.0
CCCCn1c(N)c(N(CCOC)C(=O)c2ccc(-c3cccc(C(F)(F)F)c3)o2)c(=O)[nH]c1=O	15.9	0.7	2.6	-5.5	-1.9	-6.1	1.9	-5.2	-2.8	101.0
COc1nc(N)c(S(=O)(=O)c2ccccc2C)cc1C#N	15.3	-0.1	-5.7	-5.5	-2.8	-3.8	1.8	-14.9	-3.5	122.0
NC(=O)c1ccc(NC(=O)CC23CC4CC(CC(Br)(C4)C2)C3)cc1	4.6	-1.2	2.4	-1.9	2.1	3.7	2.9	-2.1	1.1	98.0
O=C(CCNC(=O)c1ccc(Br)cc1)NCc1cccnc1	-21.4	-1.3	1.6	-6.2	0.5	-3.5	2.5	0.2	2.1	99.0
NC(=O)C1CC(O)CN1c1nc(CN2CCOCC2)nc2scc(-c3ccccc3)c12 (stereo not given)	-4.9	2.1	5.2	-6.3	1.6	-1.8	0.1	3.2	11.7	105.0
CCCCCCC[C@@H](C/C=C/CCC(=O)N(C)C/C(=C/Cl)C/C(=C\C(=O)N1C[C@H](O)CC1=O)OC)OC	2.0	2.9	-0.8	1.4	-16.7	-26.2	0.1	-0.7	2.6	100.0
COc1ccc(/C=C/C(=O)Nc2ccc3nc4n(c(=O)c3c2)CCCC4)cc1	-4.4	1.4	5.0	1.6	-4.4	8.2	-7.0	-0.8	-3.0	92.0
COc1cccc(C2(C)NC(=O)N(CC(=O)Nc3ccc(N4CCOCC4)cc3)C2=O)c1 (stereo not given)	-17.3	0.2	-1.9	-13.2	3.3	1.2	-0.1	-2.1	1.9	102.0
Nc1ccc(Sc2cnn(-c3ccccc3)c(=O)c2Cl)cc1	-3.4	0.7	-0.7	-10.6	6.0	-6.2	-7.9	-3.1	2.6	97.0
CCOc1ccc(S(=O)(=O)N2CCN(C(=O)Cc3n[nH]c(=O)c4ccccc34)CC2)cc1	-15.0	6.7	2.7	-6.1	-17.5	41.5	-1.7	9.8	16.8	98.0
CC(C)C[C@@H](CO)N1CCN(Cc2ccc(O)cc2)CCC1=O	-39.0	0.1	6.0	-4.6	-7.3	5.1	1.5	9.2	9.4	103.0
CC1CCCC(N2CCN(C(=O)c3cccc(F)c3)CC2)C1 (stereo not given)	-1.2	-1.8	0.9	-8.4	-18.0	7.2	1.2	3.0	-4.7	98.0
O=C(Nc1ccc2c(c1)OCO2)C1CC1(Cl)Cl (stereo not given)	-16.6	0.1	3.5	2.3	1.2	-9.2	-1.5	15.6	6.2	101.0
Cc1noc(C)c1C(=O)Nc1cc(Cl)ccc1N1CCOCC1	-17.5	-0.8	-4.6	2.9	-8.7	8.4	5.2	-6.6	-1.4	109.0
CC1CCCCC1NC(=O)c1ccc2c(c1)[nH]c(=O)n2C1CCCC1 (stereo not given)	-7.3	-2.2	1.5	0.6	9.4	-6.8	-1.3	-6.0	3.4	93.0
O=c1c2cc3ccccc3n2cnn1Cc1ccccc1F	-18.0	-0.5	-4.1	-15.9	-1.4	-0.9	5.4	-3.6	-5.3	102.0
O=C(NC(NC(=S)Nc1ccccc1Cl)C(Cl)(Cl)Cl)c1cccc(Cl)c1 (stereo not given)	-3.0	-0.5	-2.7	-6.8	-6.7	-12.6	-1.3	-0.6	22.8	101.0
O=C(COc1ccc2c3c(c(=O)oc2c1)CCCC3)N[C@@H](Cc1ccccc1)C(=O)O	-6.5	-0.9	9.8	-19.7	9.9	-3.7	2.0	4.3	-4.5	92.0
COC(=O)c1c(NC(=O)C2CC(=O)NN2Cc2ccccc2)sc(C)c1C (stereo not given)	-22.5	-0.8	2.3	0.5	-0.9	20.5	2.9	1.0	8.5	104.0
CCOc1ccccc1NC(=O)C(NCCc1ccc(OC)cc1)c1ccccc1 (stereo not given)	-13.8	1.9	-4.6	-9.8	-12.0	-6.4	-1.7	-1.5	7.2	105.0
CC(=O)c1ccc(-c2ccc(C(=O)N(C)Cc3nc4ccccc4c(=O)[nH]3)o2)cc1	-54.2	-3.1	-4.4	6.9	3.4	-5.6	-4.4	-2.0	9.3	92.0
O=C(/C=C/c1cccc(F)c1)N(c1ccccn1)C1CCCCC1	17.8	-0.2	1.5	-1.6	-5.2	-2.5	-0.5	3.0	16.6	101.0
NS(=O)(=O)c1ccc(NNC(=O)c2ccccc2)cc1	5.6	0.1	-4.0	-1.0	nt	-2.2	2.4	-3.7	-3.0	95.0
O=C(Oc1ccc(-c2nnco2)cc1)c1ccc(Br)o1	-14.0	-2.7	9.5	0.9	-3.6	-6.4	1.1	4.4	1.9	100.0
COc1ccc(C2C(C(=O)N3CCC(C(N)=O)CC3)CC(=O)N2c2ccc(OC)cc2)cc1 (stereo not given)	-24.5	1.0	6.3	-4.7	-2.7	5.8	0.8	5.2	-8.2	97.0
O=C(CCC(=O)c1cccs1)NNC(=O)c1ccccc1Cl	-11.0	-2.2	-3.4	0.8	-2.2	-1.2	0.4	3.3	-7.1	105.0
CCn1c(CC(=O)Nc2cccc(OC)c2)nnc1SCC(=O)Nc1nccs1	-23.2	1.2	2.6	-4.3	9.3	1.4	0.6	5.6	6.0	97.0
CC(/C=N\NC(=O)c1cccnc1)c1ccccc1 (stereo not given)	0.1	0.1	-0.2	-5.6	-10.4	2.3	2.8	-0.3	-3.8	94.0
COc1ccc2oc(C(=O)OCc3nnc(-c4ccccc4)o3)c(C)c2c1	-30.0	2.6	-1.2	-7.9	-7.5	-11.8	0.6	2.2	-4.5	102.0
COc1ccc(N(C(=O)COc2ccccc2)C2C=CS(=O)(=O)C2)c(OC)c1 (stereo not given)	14.8	-0.5	-1.3	-8.6	-8.7	2.0	0.0	-1.7	15.1	102.0
CC1(C)CN(c2ccccc2)N(Cc2ccc(F)cc2)C1=O	2.2	0.1	1.1	-0.1	2.9	4.0	-1.9	-3.5	5.2	104.0
CC1(C)CC(NC(=O)CSc2ccccc2)CC(C)(C)N1	19.2	2.7	-3.0	-7.7	-1.1	4.9	0.3	1.6	14.9	99.0
CCS(=O)(=O)NCCc1cc2ccc(C)cc2[nH]c1=O	nt	-0.9	-3.1	-2.2	4.6	16.7	0.7	-0.6	-0.3	91.0
Cc1cccc(C(C)C)c1NC(=O)Cc1ccc(S(=O)(=O)N2CCOCC2)s1	10.6	-2.0	-6.1	6.5	-9.5	-0.8	-0.5	-2.2	1.3	97.0
Cc1nn2cnnc2c(C)c1Cc1ccc(Cl)cc1	-25.5	0.0	-3.2	3.1	7.5	4.7	-0.9	7.2	2.1	98.0
CC(C)CCNC(=O)CCc1nnc2ccc(N3CCC(C)CC3)nn12	-5.1	1.1	-3.8	-11.8	6.0	-2.6	0.7	3.3	-3.6	97.0
COC(=O)Cn1cc(/C=C/[N+](=O)[O-])c2ccccc21	-13.8	0.0	-1.0	2.0	13.4	4.3	5.0	16.1	-19.0	105.0
COc1ccc(NC(=O)CSc2nnc(Cn3cnc4ccccc43)o2)cc1	3.8	-1.8	-0.6	-1.7	5.7	17.1	3.7	-6.0	0.7	88.0
Cc1cc(Br)cn2c(Cc3ccsc3)c(-c3ccc(Cl)cc3)nc12	nt	nt	2.4	5.2	nt	-2.9	8.2	1.6	nt	103.0
COc1ccc(-c2cc(C)no2)cc1S(=O)(=O)NCCCN1CCCCCC1	13.6	-0.8	-2.8	-4.1	-0.5	-2.9	-2.1	12.5	-4.3	98.0
CN(C(=O)c1cccc(NC(=O)Cc2ccc(NC(=O)C3CCCN(C(=O)C4CCCC4)C3)cc2)c1)C1CCC1 (stereo not given)	9.6	-0.6	-3.1	-2.0	-2.4	-8.8	-0.3	4.0	2.1	96.0
COC(=O)C1C2C=CC3(CN(C4CCCC4)C(=O)C13)O2 (stereo not given)	-4.9	1.7	7.5	3.3	0.4	6.1	0.2	-1.5	-4.9	125.0

Screening results as filed in PubChem BioAssay.
